# Screens as filed in PubChem BioAssay.
# PAD4 FP inh – PAD4 (human) enzyme inhibition; hit rate 0.41% among 330,000; recombinant PAD4, RCA probe fluorescence polarization; AID 485272; inhibition, % at 6.36 µM;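 active = percent inhibition above a cutoff equal to the mean of all tested compounds plus 3 SD, cut at about 15% in these data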;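 also: 0% = PAD4 with RCA probe and DMSO and 100% = probe without PAD4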
# ZTA DNA inh – counter-screen for EBNA-1 inhibitors: inhibitors of Epstein-Barr virus ZTA; AID 2234; ZTA-DNA binding, fluorescence polarization; inhibition, % at 11 µM; P03206; hit rate 0.15% among 320,000; in the data active = inhibition above about 33%
# GSTO1 counter – GSTO1 inhibition, counter-screen for RBBP9 inhibitors; P78417; recombinant GSTO1, activity-based probe fluorescence polarization; inhibition, % at 5.96 µM; hit rate 1.1% among 300,000;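 active = inhibition above the campaign mean inhibition plus 3 SD, cut at about 35% in these data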;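 also: 0% = GSTO1-1 with DMSO and 100% = wells lacking GSTO1-1 enzyme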
# Target sequence (P78417 whole entry, looked up): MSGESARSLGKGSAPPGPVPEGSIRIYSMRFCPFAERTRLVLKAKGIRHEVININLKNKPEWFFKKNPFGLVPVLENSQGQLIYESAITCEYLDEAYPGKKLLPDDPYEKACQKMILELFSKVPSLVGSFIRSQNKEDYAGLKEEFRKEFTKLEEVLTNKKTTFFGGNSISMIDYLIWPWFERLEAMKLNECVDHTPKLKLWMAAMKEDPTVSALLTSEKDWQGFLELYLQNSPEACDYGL
# LYPLA1 inh – counter-screen for PME1 inhibitors: inhibitors of human LYPLA1; inhibition, % at 5.9 µM; recombinant LYPLA1, FP-Rh probe fluorescence polarization; hit rate 0.16% among 320,000; O75608;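 active = inhibition above the mean of all tested compounds plus 3 SD, set per campaign, cut at about 14% in these data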;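 also: inhibitors block serine hydrolase probe labeling of LYPLA1 so polarization falls; 0% = enzyme with DMSO and 100% = wells lacking LYPLA1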
# Target sequence (O75608 whole entry, looked up): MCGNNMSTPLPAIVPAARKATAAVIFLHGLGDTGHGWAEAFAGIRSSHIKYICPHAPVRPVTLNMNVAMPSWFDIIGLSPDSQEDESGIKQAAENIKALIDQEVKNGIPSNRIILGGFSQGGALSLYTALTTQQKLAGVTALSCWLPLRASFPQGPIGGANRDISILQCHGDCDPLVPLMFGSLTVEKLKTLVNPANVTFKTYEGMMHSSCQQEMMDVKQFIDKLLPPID
# PREPL inhibitor – human PREPL enzyme inhibition. Q4J6C6. recombinant PREPL, fluorescence polarization activity-based probe. inhibition, % at 5.96 µM. hit rate 0.68% among 320,000; in the data active = inhibition above about 43%;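 also: 0% = enzyme with DMSO and 100% = wells lacking enzyme; many of its hits are not listed in these tables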
# PAFAH2 FP inh – PAFAH2 (human) inhibition | recombinant PAFAH2, FP-rhodamine activity probe, fluorescence polarization | Q99487 | inhibition, % at 3.39 µM | hit rate 0.99% among 340,000;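 active = inhibition above the mean over all tested compounds plus 3 SD, cut at about 30% in these data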;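 also: inhibitors block probe labeling of enzyme so polarization drops; 0% = enzyme with DMSO and 100% = wells lacking PAFAH2 protein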
# LYPLA2 inh – counter-screen for PME1 inhibitors: inhibitors of human LYPLA2; O95372; AID 2177; inhibition, % at 5.9 µM; recombinant LYPLA2, FP-Rh probe fluorescence polarization; hit rate 0.38% among 320,000;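 active = inhibition above the screen-wide mean plus 3 SD, limit set per campaign, cut at about 26% in these data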;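 also: 0% = LYPLA2 with DMSO and 100% = wells lacking LYPLA2 enzyme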
# Target sequence (O95372 whole entry, looked up): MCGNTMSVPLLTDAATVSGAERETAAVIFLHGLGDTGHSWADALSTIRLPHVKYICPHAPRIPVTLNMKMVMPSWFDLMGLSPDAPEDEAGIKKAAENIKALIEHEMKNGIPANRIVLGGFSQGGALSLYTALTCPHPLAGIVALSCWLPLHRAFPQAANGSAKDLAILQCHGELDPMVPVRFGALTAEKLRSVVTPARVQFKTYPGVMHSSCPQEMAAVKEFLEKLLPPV
# EBNA-1 inh – blocks EBNA-1 binding to DNA. inhibition, % at 14.8 µM. hit rate 0.34% among 300,000. EBNA-1 DNA binding, fluorescence polarization; in the data active = inhibition above about 28%
# PAFAH1B3 FP inh – inhibitors of human PAFAH1B3. AID 492972. hit rate 0.28% among 340,000. inhibition, % at 3.39 µM. recombinant PAFAH1B3, FP-rhodamine probe, fluorescence polarization;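 active = inhibition above the screen-wide average of all tested compounds plus 3 SD, cut at about 25% in these data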;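 also: 0% = enzyme with DMSO only and 100% = wells lacking PAFAH1B3 protein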
# Target sequence (Q15102 whole entry, looked up): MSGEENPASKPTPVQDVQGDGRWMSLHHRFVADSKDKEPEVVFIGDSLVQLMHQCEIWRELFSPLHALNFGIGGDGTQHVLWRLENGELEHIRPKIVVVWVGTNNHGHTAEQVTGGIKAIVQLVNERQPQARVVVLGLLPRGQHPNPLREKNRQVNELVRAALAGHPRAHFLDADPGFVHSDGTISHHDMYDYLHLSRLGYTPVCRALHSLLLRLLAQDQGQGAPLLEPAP
# * marks the source's active call; other numbers are inactive results; . = not tested or not shown.
mol,PAD4 FP inh,ZTA DNA inh,GSTO1 counter,LYPLA1 inh,PREPL inhibitor,PAFAH2 FP inh,LYPLA2 inh,EBNA-1 inh,PAFAH1B3 FP inh
COc1ccc(-c2csc3ncnc(N4CCN(Cc5ccccc5)CC4)c23)cc1,3,-4,-4,-5,2,1,1,2,6
Cc1cc(F)ccc1S(=O)(=O)N1CCCOC1CNC(=O)C(=O)NCCc1ccccc1 (stereo not drawn),0,-10,-2,-3,12,-19,-2,-6,5
O=C(NC1CCCCCC1)C(=S)NCCc1ccccc1,2,-16,8,-2,-1,3,3,2,8
Cc1cc(NC(=O)CCc2ccc(C)o2)no1,-9,1,4,1,10,3,0,-13,-3
CCn1cc(/C=N\NC(=O)Cc2ccc([N+](=O)[O-])cc2)c(C)n1,-4,16,4,2,4,-6,3,-4,-1
O=C(COc1nsnc1N1CCOCC1)Nc1ccccc1Cl,3,-16,11,2,3,5,6,7,11
O=C(COc1ccccc1F)NC12CC3CC(CC(C3)C1)C2,-4,14,3,0,-8,0,6,-5,-2
Oc1ccccc1C(=S)N1CCN(c2cccc(Cl)c2)CC1,-4,-11,0,0,-12,11,4,-1,7
Cc1ccc(C2CC(C(F)(F)F)n3ncc(C(N)=O)c3N2)cc1 (stereo not drawn),-1,18,-1,0,-13,-4,0,9,-1
OCCC1CN(Cc2ccccn2)CCN1C1CCCC1 (stereo not drawn),2,-13,4,2,0,0,0,-4,-1
COc1cccc(Cn2cnc3c(NS(=O)(=O)c4ccc(Cl)cc4Cl)c(C)c(C)cc32)c1,-4,4,-5,-3,-15,0,-1,5,-3
Cc1ccc2nc(Cl)c(C3CC(c4ccco4)=NN3C(=O)CCCC(=O)O)cc2c1 (stereo not drawn),-3,3,0,4,3,0,-1,4,4
CC(C)NC(=O)C1CCCN(S(=O)(=O)c2cccc3nonc23)C1 (stereo not drawn),-2,-1,9,-5,10,-7,-5,-7,-2
COc1cc(OC)cc(C(=O)NNC(=O)CCc2ccccc2)c1,0,5,5,4,16,0,7,4,0
COCCn1c(SCC(=O)Nc2nc(C)c(Cl)cc2Cl)nc2ccccc21,3,-5,1,-4,-5,8,-12,-6,10
CS(=O)(=O)N1CCN(c2ccc(NC(=O)c3ccccc3)cc2)CC1,-2,5,6,-1,4,.,-4,1,.
CCOc1ccc(N2C(=O)c3ccccc3C2O)cc1 (stereo not drawn),-2,2,5,1,3,-7,-2,8,-4
N#Cc1nc(-c2ccccc2F)oc1N1CCCCC1,-3,11,11,2,9,1,2,12,0
CCOc1ccccc1N1CC(C(=O)Nc2nccs2)CC1=O (stereo not drawn),-2,6,4,3,14,-4,3,-9,2
COc1ccc(N=C2C(=O)N3CCCc4cccc2c43)cc1,-1,-25,3,4,6,-1,4,2,9

# 2 consecutive records already listed:
mol,PAD4 FP inh,ZTA DNA inh,GSTO1 counter,LYPLA1 inh,PREPL inhibitor,PAFAH2 FP inh,LYPLA2 inh,EBNA-1 inh,PAFAH1B3 FP inh
COc1cccc(Cn2cnc3c(NS(=O)(=O)c4ccc(Cl)cc4Cl)c(C)c(C)cc32)c1,-4,4,-5,-3,-15,0,-1,5,-3
Cc1ccc2nc(Cl)c(C3CC(c4ccco4)=NN3C(=O)CCCC(=O)O)cc2c1 (stereo not drawn),-3,3,0,4,3,0,-1,4,4

# Continued:
mol,PAD4 FP inh,ZTA DNA inh,GSTO1 counter,LYPLA1 inh,PREPL inhibitor,PAFAH2 FP inh,LYPLA2 inh,EBNA-1 inh,PAFAH1B3 FP inh
Cc1ncc([N+](=O)[O-])n1CCOC(=O)Nc1ccc(Cl)c(Cl)c1,2,-5,-8,1,23,-7,11,7,0
Cc1ccc(C)c2[nH]c(=O)c(CCNC(=O)CC(C)(C)C)cc12,-1,-1,2,4,1,7,6,11,3
O=C(Cc1cccc2ccccc12)Nc1ccccc1Br,0,-25,-2,-4,4,0,-1,3,11
Cc1cc(NC(=O)Cc2ccc(Br)cc2)no1,6,6,0,1,0,1,-2,4,3
O=C(NC1CCC(=O)N(CCOc2ccccc2)CC1)OCc1ccccc1 (stereo not drawn),1,-7,7,7,-3,5,16,-1,-1
O=C(CCCN1C(=O)/C(=C/c2ccccc2Cl)SC1=S)NNC(=O)c1ccccc1Cl,-11,-1,-3,-5,-22,-4,0,11,-5
Cc1cc(=O)oc2cc(NS(=O)(=O)c3ccc(F)cc3)ccc12,1,-12,7,-5,2,12,-5,4,7
Oc1ccccc1N1CCN(c2ncnc3scc(-c4ccccc4)c23)CC1,11,18,-2,-1,6,12,-1,-1,2
CCOc1ccc2c(c1)-c1c(ssc1=S)C(C)(C)N2,2,-6,11,-1,10,-9,3,0,8
COc1cccc(Nc2nc3ccccc3n3cnnc23)c1,3,6,-1,-6,1,0,1,8,1
CN(c1nc2ccccc2n2c(C3CC3)nnc12)S(=O)(=O)c1ccccc1,0,9,-4,2,3,-3,1,-18,-1
COc1cc(-c2nc(-c3ccc4c(c3)-c3ccccc3S4(=O)=O)c(-c3ccccc3)[nH]2)cc(OC)c1O,-8,0,-29,-21,23,-2,-13,-8,22
CC(=O)Nc1ccc(/C(C)=N/NS(=O)(=O)c2ccccc2)cc1,-4,-3,3,-3,9,-2,-5,11,7
O=C(CSc1nc(C2CCCCC2)nc2ccccc12)NCc1ccco1,1,12,-20,3,-1,-3,-4,-5,5
C=CCN(c1ccccc1OC)S(=O)(=O)c1cccc(C(=O)NC2=NCCS2)c1,4,.,.,.,1,8,.,.,10
COc1ccc(-c2nc(=S)c3c(n2Cc2cccnc2)CC(C)(C)OC3)cc1,3,-19,9,1,13,-3,4,7,5
Cc1ccnc(NC(=S)N2CCN(c3cccc(C(F)(F)F)c3)CC2)c1,-1,-7,-2,2,4,5,4,4,1
CC(NC(=O)c1ccc(C(C)(C)C)cc1)C(=O)O (stereo not drawn),-1,8,2,-1,2,1,1,3,8
O=S(=O)(c1ccc(-c2ccccn2)s1)N1CCC2(CC1)OCCO2,2,5,2,8,-20,.,7,13,.
Cc1ccccc1C(=O)N1CC(=O)Nc2ccc(F)cc2C1c1ccc(F)cc1 (stereo not drawn),4,6,4,-2,22,4,-1,7,1
CN(C)c1ccc(CNC(=O)c2ccc(CNc3c(N4CCCCC4)c(=O)c3=O)cc2)cc1,-4,-2,-8,0,2,2,-1,-6,3
COc1ccc(NC(=O)c2sc3cc(C(F)(F)F)cnc3c2-c2cccs2)cc1,1,-13,-3,5,-9,5,6,-4,-1
CN1CCN(C(=O)NC2CCCCC2)CC1,-2,7,-2,-3,-5,-5,-5,-2,10
CN1C(=O)/C(=C\C=C2/CCCN2C)N(C)C1=S,0,-2,3,0,5,-4,0,-7,8
COc1ccccc1-n1cc(C(=O)c2cc(Cl)ccc2O)cc(C#N)c1=O,-4,-34,4,0,21,4,-3,-4,0
O=C(O)CSc1ccccc1C(=O)O,2,-1,4,0,-4,0,5,14,-9
CC(c1cccnc1)N(C(=O)Nc1ccccc1)C1CCCCC1 (stereo not drawn),-1,-12,1,2,-2,-3,2,5,-5
COC(=O)c1ccc(CSc2n[nH]c(C)n2)o1,-3,-3,1,1,3,8,-9,-16,5
Cc1ccc(CCC(=O)Nc2ccc(Cl)cc2)o1,1,5,0,-1,25,-1,3,-5,9
O=C(O)c1ccc(N(c2ccccc2)c2ccccc2)cc1,-2,-5,14,7,6,1,11,4,4
CCCCN1C(=O)/C(=C(/C#N)C(N)=O)c2ccccc21,2,17,-2,0,5,-11,4,2,2
COc1cccc(/C=N/NC(=S)NCCc2ccccc2)c1,0,-6,-2,-11,-6,3,-18,-17,3
c1ccc2c(-c3nc4ncccc4o3)cccc2c1,2,-3,11,-5,17,-1,6,5,7
COc1ccc(CNC(=O)c2cc3c(=O)n4ccccc4nc3n(CC3CCCO3)c2=N)cc1 (stereo not drawn),-5,-22,0,-1,28,3,4,1,6
COC(=O)c1ccc(CNC(=O)c2sccc2-c2ccccc2)cc1,-1,-5,2,1,5,1,-6,3,7
CCOc1ccc(N(CC(=O)NCc2ccccc2)C(=O)CCC(=O)Nc2nccs2)cc1,4,-6,4,-4,-13,8,-7,-5,0
COC(=O)c1sccc1NC(=O)c1cc(-c2cc(C)ccc2C)nc2ccccc12,0,-8,2,1,4,0,2,-11,4
O=C(Cc1ccc(Cl)cc1)Nc1cccc(C(=O)Nc2ccccc2C(=O)O)c1,-8,7,-49,-3,-4,-6,-5,-6,5
CCSC1=C(C#N)C2(CCCCC2)C(C#N)C(=O)N1 (stereo not drawn),1,-8,-6,-1,-8,3,-6,13,11
CC(OC(=O)c1ccco1)C(=O)Nc1nc(-c2ccccc2)cs1 (stereo not drawn),0,.,.,.,1,0,.,.,-1
COc1ccc(N(CC(=O)NC2CCCC2)C(=O)CCC(=O)Nc2nc(C)cs2)cc1OC,5,12,3,-1,3,-17,-6,9,2
Cc1ccc(C(=O)C(C)OC(=O)CN2C(=O)NC3(CCCC3)C2=O)cc1C (stereo not drawn),2,1,2,1,5,4,6,-7,11
CC(C)OC(=O)CC1C(=O)NCCN1C(=S)NC(=O)c1cccs1 (stereo not drawn),1,2,3,-2,0,7,-1,6,1
Fc1ccc(CN(Cc2ccccc2)C(c2cccs2)c2nnnn2C2CCCCC2)cc1 (stereo not drawn),2,-4,1,-1,4,7,3,8,3
CCOC(=O)N1CCC(NC(=O)CN(C)S(=O)(=O)c2cc3c(cc2Cl)NC(=O)CO3)CC1,1,1,2,-3,2,-4,-4,-2,0
Cc1ccc(N2CC(NS(=O)(=O)c3cc(F)ccc3F)CC2=O)cc1C (stereo not drawn),-2,5,4,-1,-4,2,1,-6,1
Cc1cc(OCn2ccc(C(=O)O)n2)ccc1Cl,-4,12,11,-1,-6,0,-1,2,8
Cc1cccc(NC(=O)c2nc[nH]c2C(=O)N[C@@H](CC(C)C)C(=O)OC(C)(C)C)c1,3,16,-3,-10,3,-9,-15,11,25
CC1=C(C(=O)Nc2ccccc2C(=O)N2CCC(C)CC2)SCCO1,-2,17,-61,2,-3,-3,3,1,2
O=C1Nc2ccccc2C(O)(C(=O)N2CCCCC2)N1c1ccccc1 (stereo not drawn),-9,11,2,0,20,3,-3,-13,8

# More entries:
mol,PAD4 FP inh,ZTA DNA inh,GSTO1 counter,LYPLA1 inh,PREPL inhibitor,PAFAH2 FP inh,LYPLA2 inh,EBNA-1 inh,PAFAH1B3 FP inh
COc1cc(C=O)ccc1OCC(=O)NC(C)(C)C,-3,-12,1,1,0,-5,1,4,-2
Cc1ccc(Cc2cnc(NC(=O)/C(C#N)=C/c3ccc(-c4ccc([N+](=O)[O-])cc4)o3)s2)cc1,-1,7,-7,-3,5,2,-4,4,-1
Cc1cccc(C(=O)N(c2ccccn2)C(C)c2ccco2)c1 (stereo not drawn),-1,0,12,0,21,5,-7,-9,-5
CC(C)CNC(=O)C(=O)NN=C1CCCCCC1,-3,1,2,5,19,-9,4,12,8
Cc1cc(C)n(-c2nc3c(c(=O)[nH]c(=O)n3C)n2C(C)C)n1,3,0,-5,2,1,0,-1,-5,2
O=C(NCC1CCCO1)/C(=C\c1ccccc1F)NC(=O)c1ccccc1 (stereo not drawn),4,7,-1,0,4,9,-3,-13,2
CN(Cc1ccc(F)cc1)S(=O)(=O)c1nnc(NC(=O)c2ccccc2)s1,-3,20,-59,-3,4,-2,-1,3,-5
Cc1cccc(C)c1-n1c(C)cc(/C=N/NC(N)=S)c1C,3,-5,-19,-1,-2,-1,4,-8,18
O=C(O)/C=C/C(=O)N1CCN(Cc2ccc3c(c2)OCO3)CC1,-2,1,4,-1,5,5,5,8,14
CCN1C(=O)[C@H]2[C@@H](c3ccc(Cl)cc3)N3C(=O)CN(CCOC)C(=O)[C@@]3(C)[C@H]2C1=O,-4,1,0,2,10,8,2,3,11

# This is a subset; rates above refer to the full screens.
